High-throughput results: PubChem, National Center for Advancing Translational Sciences (NCATS)
TDP1 cell noCPT – qHTS for Inhibitors of human tyrosyl-DNA phosphodiesterase 1 (TDP1): qHTS in cells in absence of CPT. DT40 Tdp1-/- hTDP1 cells, no CPT, ATP luminescence, 48 h. Potency, µM (highest dose often 46.2 µM), for the others: at the highest dose activity change, negative = growth inhibition, hits mostly inhibitors. actives 15% (n = 420,000); note: nearly all actives have a fitted effect of over 55% in size
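Camptothecin absent (DMSO only). Human TDP1-complemented DT40 knockout cells, 400 cells/well, 37 °C for minimum 48 hr; ATP measured via CellTiter-Glo, 30 min dark incubation, luminescence.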
TDP1 inh – qHTS Assay for Inhibitors of Tyrosyl-DNA Phosphodiesterase (TDP1) | Tyrosyl-DNA phosphodiesterase 1 (Homo sapiens), Q9NUW8 | recombinant TDP1, AlphaScreen DNA substrate cleavage | Potency, µM (highest dose often 130 µM), for the others: top-dose activity change, negative = inhibition, hits mostly inhibitors | actives 0.28% (n = 350,000) | AID 485290, 2010; note: nearly all actives have a fitted effect of over 40% in size
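Here, a 5' biotin and 3' phosphotyrosine-FITC DNA oligonucleotide reports Tdp1 activity: intact substrate bridges AlphaScreen beads, while cleavage leaves a 3' phosphate and drops signal. All incubations at room temperature.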
GCN5L2 inh – qHTS Assay for Inhibitors of GCN5L2 | GCN5L2 HAT assay, ThioGlo1 CoA-SH fluorescence | Potency, µM (series often up to 58.9 µM), for the others: at the highest dose activity change, negative = inhibition, most hits filed as inhibitors | actives 0.21% (n = 390,000)
Target sequence (Q92830 whole entry, looked up): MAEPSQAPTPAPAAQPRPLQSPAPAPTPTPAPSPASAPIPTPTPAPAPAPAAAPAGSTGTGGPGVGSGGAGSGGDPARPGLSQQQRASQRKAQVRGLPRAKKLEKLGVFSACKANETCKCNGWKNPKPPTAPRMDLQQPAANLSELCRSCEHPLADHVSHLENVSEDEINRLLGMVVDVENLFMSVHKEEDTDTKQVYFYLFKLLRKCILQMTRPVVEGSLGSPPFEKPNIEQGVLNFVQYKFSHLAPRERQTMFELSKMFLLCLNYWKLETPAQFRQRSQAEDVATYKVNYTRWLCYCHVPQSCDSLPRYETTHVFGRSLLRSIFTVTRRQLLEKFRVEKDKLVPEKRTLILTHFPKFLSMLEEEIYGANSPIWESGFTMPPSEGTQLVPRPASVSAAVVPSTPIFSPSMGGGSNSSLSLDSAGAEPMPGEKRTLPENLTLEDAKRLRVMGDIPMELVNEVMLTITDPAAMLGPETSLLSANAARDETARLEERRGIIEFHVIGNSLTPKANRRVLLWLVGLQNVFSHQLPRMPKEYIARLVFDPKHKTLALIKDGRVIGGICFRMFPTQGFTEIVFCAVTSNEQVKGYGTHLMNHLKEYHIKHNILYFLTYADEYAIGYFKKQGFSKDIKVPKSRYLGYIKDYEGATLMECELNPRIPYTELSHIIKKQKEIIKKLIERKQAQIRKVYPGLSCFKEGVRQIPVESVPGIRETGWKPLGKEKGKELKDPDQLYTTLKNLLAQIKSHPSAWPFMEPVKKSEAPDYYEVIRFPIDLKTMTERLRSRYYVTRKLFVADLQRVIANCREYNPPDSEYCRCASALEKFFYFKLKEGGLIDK
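qHTS, 1536-well. 20nM enzyme, pH 7.5 HEPES/EDTA/Tween-20 buffer; 15 min compound preinc., RT. Start: 75uM H3(1-25), 70uM AcCoA, 50uM ThioGlo1. Read Ex340/Em540 at t=0 (autofluorescence flag) and t=20 min.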
* = called active by the depositor; ? = inconclusive; nt = no result given; & = joins results of further samples; [ ] = dose if it differs, or a comment. Calls come from the whole dose curve; as a rule, active = well fitted curve in the direction sought with a large enough effect; inconclusive = small, poorly fitted or top-dose-only effect, or another doubt; inactive = no such curve, though single readings can be large; an effect the other way counts as inactive or inconclusive. % is set by controls: 0 for no effect and ±100 for the full control effect; potency is the fitted concentration of half-maximal effect. A portion of the library, so the mix of outcomes need not match the whole.

Order of results: GCN5L2 inh	TDP1 cell noCPT	TDP1 inh
O=C(CC1C(=O)NCCN1CCCc1ccccc1)NCCc1ccccc1Cl (stereo unspecified)
    -4%	?	6%
COc1ccc(CCNC(=O)c2ccc(CNS(=O)(=O)c3ccccc3)cc2)cc1OC
    2%&-2%	16µM*	0%&-3%
CCOC(=O)c1c(C)[nH]c(C)c1S(=O)(=O)N(C)CC(=O)N1CCN(c2ccccc2)CC1
    -2%	?	5%
Cn1cccc1-c1cc(C(=O)N/N=C/c2ccc([N+](=O)[O-])cc2)[nH]n1
    -5%	20%	1%
COCCNC(=O)Cn1c(=O)n(CCCCCC(=O)NCc2ccccc2Cl)c(=O)c2sccc21
    -2%	-28%	1%
O=C(CSc1ncn[nH]1)Nc1ccc(Br)cc1F
    0%	-5%	1%
CC(NC(=O)c1ccc(NC(=O)c2nsc3ccccc23)cc1)c1ccccc1 (stereo unspecified)
    -19%	?	-8%
CC1(C)CC(=O)N(c2ccc(Cl)cc2Cl)C(=O)C1
    -2%	-14%	nt
CN(c1ccc(C(=O)NCC2CCCO2)cc1)S(C)(=O)=O (stereo unspecified)
    0%	-11%	5%
COc1ccc(-c2c[n+](CC(=O)N3c4ccccc4Sc4ccccc43)c3n2CCC3)cc1
    ?	2.1µM*	5%
COc1ccc(C2C(C(N)=O)=C(C)Nc3nc(-c4ccccc4)nn32)cc1OC (stereo unspecified)
    -1%	5%	4%
CCc1nnc(SCc2cc(C)ccc2C)c2cc3sc(C)cc3n12
    -2%	?	0%
Cc1nc2cc(NC(=O)N3c4ccccc4CC3C)ccc2n1C (stereo unspecified)
    -18%	-16%	4%
COCCCNC(=O)CCn1nc(-c2ccc(Cl)cc2)ccc1=O
    -9%	26%	nt
CCOC(=O)c1cccc(NC(=O)c2cc3cc4ccc(C)cc4nc3o2)c1
    -1%	-17%	-2%
COC(=O)c1scc(-c2ccc(C)cc2)c1S(=O)(=O)N1CCN(c2ccccc2)CC1
    -21%	9.2µM*	7%
Cc1ccccc1-n1c(SCc2c(C)noc2C)nnc1-c1c[nH]c2ccccc12
    -1%	?	2%
COc1ccc(OC)c(Nc2nc(-c3ccncc3)nc3ccccc23)c1
    -9%	7.3µM*	nt
Cc1ccc2c(COC(=O)CNC(=O)c3ccccc3)cc(=O)oc2c1
    24%	-13%	8%
COc1ccc(NC(=O)NC2CCCCCCC2)cc1
    -3%	-24%	4%

(further entries)
Order of results: GCN5L2 inh	TDP1 cell noCPT	TDP1 inh
Cc1ccc(C)c(OCC(=O)Nc2nc3ccc([N+](=O)[O-])cc3s2)c1C
    ?	?	3%
Cc1nnc(SCCn2c(Br)nc3c2c(=O)n(C)c(=O)n3C)s1
    -3%	-1%	1%
COc1ccccc1NC(=O)Cn1c(=O)n(CC(=O)NCc2ccccc2Cl)c(=O)c2sccc21
    -6%	-4%	1%
Cc1ccccc1C(=O)Nc1cccc(-c2ccc3nncn3n2)c1
    -3%	21µM*	3%
Cc1ccc(CSCC(=O)Nc2ccc(N3CCOCC3)cc2N2CCOCC2)cc1
    -1%	?	1%
Cc1ccc(-n2c(SCc3nc4ccccc4[nH]3)nnc2-c2ccncc2)cc1
    0%	?	-3%
Cc1ccc(-c2csc3ncn(-n4c(C)ccc4C)c(=O)c23)o1
    ?	18µM*	13%
COc1cc(C(=O)Nc2ccccc2N2CCN(S(C)(=O)=O)CC2)cc(OC)c1OC
    0%	-37%	3%
COc1ccc(Cn2nnnc2CN(Cc2cc3ccc(C)cc3[nH]c2=O)C2CCCC2)cc1
    -2%	13µM*	8%
CCOc1ccc(NS(=O)(=O)c2ccc3[nH]cc(C(=O)NC4CCCC4)c(=O)c3c2)cc1
    -5%	-23%	-9%
O=C(NCCNC(=O)c1ccco1)c1ccc(Cl)c(Cl)c1
    -16%	-15%	10%[0.0935 µM]
COc1ccc(-n2nc(C(=O)NCC(=O)Nc3cc(OC)c(OC)c(OC)c3)c3ccccc3c2=O)cc1Cl
    -12%	1.6µM*	-1%
Cc1cc(Cl)ccc1NC(=O)CSc1nnc(Cc2cccs2)n1Cc1ccco1
    -24%	?	6%
COc1ccc(/C(N)=N/OC(=O)CSc2ccccc2)cc1OC
    -3%	-28%	-2%
Cc1ccc(NC(=O)c2ccccc2OCC(=O)c2ccc(F)cc2)cc1
    -2%	?	0%
Cc1ccccc1NC(=S)N(CCc1c(C)[nH]c2ccc(F)cc12)Cc1cccnc1
    -5%	?	8%
COc1ccc(Cc2nnc(NC(=O)Nc3ccccc3OC)s2)cc1
    -7%	?	nt
O=C(COc1ccc(NC(=O)c2ccccc2[N+](=O)[O-])cc1)c1ccc(F)cc1
    0%	?	5%
C=CCC1(CC=C)CCCN1C(=O)c1cc(COc2ccc(C)nc2)on1
    -1%	0.92µM*	0%
O=C(Cc1ccc(Br)cc1)NNC(=O)c1cccs1
    -4%	-17%	-6%

A draw from above in order of number of heavy atoms, rising:
Order of results: GCN5L2 inh	TDP1 cell noCPT	TDP1 inh
COc1ccc(/C(N)=N/OC(=O)CSc2ccccc2)cc1OC
    -3%	-28%	-2%
COc1cc(C(=O)Nc2ccccc2N2CCN(S(C)(=O)=O)CC2)cc(OC)c1OC
    0%	-37%	3%
COc1ccc(Cn2nnnc2CN(Cc2cc3ccc(C)cc3[nH]c2=O)C2CCCC2)cc1
    -2%	13µM*	8%

(more compounds)
Order of results: GCN5L2 inh	TDP1 cell noCPT	TDP1 inh
C=C(C)C1CC=C(C)/C(=N/NC(=O)c2ccccc2[N+](=O)[O-])C1 (stereo unspecified)
    -7%	?	9%
CCOC(=O)c1cc(CC)sc1NC(=O)Cc1ccsc1
    -5%	?	4%
O=C1CSC(c2cccc([N+](=O)[O-])c2)N1c1ccc(O)cc1 (stereo unspecified)
    -2%	12%	1%
CN1CCCC1CCNc1ccc2oc3ccccc3c(=O)c2c1 (stereo unspecified)
    -1%	?	nt
Cc1ccc(SCCC(=O)Nc2cccc(N(C)S(C)(=O)=O)c2)cc1
    -8%	?	-5%
COc1cc(C#Cc2c(-c3cncn3C)n(C)c3ccc(-c4ccc(OC)c(OC)c4)cc23)cc(OC)c1
    -16%	?	1%
Cc1ccc(NC(=O)COc2ccc(C(=O)c3ccccc3)cc2)c(O)c1
    ?	?	1%
O=C(c1cccc(F)c1)N1CCC2(CC1)CN(c1ccncc1)C2
    -3%	-26%	nt
O=C(NC1CCCCC1)c1cc(C2CC2)nn1-c1ccccc1
    -2%	16µM*	0%[56.1 µM]
CC(C)C(=O)Nc1ccccc1C(=O)OCC(=O)c1ccc2c(c1)OCCO2
    -11%	-30%	1%
CCCCc1nnc(NC(=O)CSc2nc(N)cc(=O)[nH]2)s1
    -4%	-6%	-14%
Clc1cccc(-c2cc3nc4c(c(NCc5ccco5)n3n2)CCCC4)c1
    -16%	11µM*	9%
Cc1ccc(NC(=S)NCCC2=CCCCC2)cc1
    0%	23µM*	5%
Cc1cc(C(=O)COC(=O)c2ccc(NC(=O)CC#N)cc2)c(C)n1CCc1ccc(F)cc1
    -10%	-27%	3%
Fc1ccccc1Nc1n[nH]c(=S)s1
    18µM*	-8%	10%
CCN(CC)S(=O)(=O)c1ccc(C(=O)Oc2ccc3c(c2)OCO3)cc1
    -7%	?	5%
O=C(Oc1ccc(Cl)cc1)c1ccc(N2CCOCC2)c([N+](=O)[O-])c1
    33%[activator]	-2%	3%
COc1cccc(CNC(=O)C2CCN(S(=O)(=O)c3ccc4c(c3)CCCN4C(C)=O)CC2)c1
    3%	?	3%
O=C(OCCOc1ccccc1Cl)c1ccc(-n2cnnn2)cc1
    -3%	-21%	0%
CCCCC(O)(CCCC)C(=O)NN(C(=O)OC)c1ccc(C)cc1
    1%	-29%	nt

Remaining list, next part.
Order of results: GCN5L2 inh	TDP1 cell noCPT	TDP1 inh
CCOC(=O)c1ccccc1NC(=O)CN(c1ccccc1)S(=O)(=O)N(C)C
    -21%	?	-2%
COc1ccc(C(=O)Nc2ccc3oc(-c4cccnc4)nc3c2)cc1OC
    -2%&-6%	?	-2%
COc1cc(C(=O)Nc2sc(C(=O)N3CCOCC3)c(C)c2C#N)cc(OC)c1OC
    0%	6%	2%
CCN(CC)c1ccc(NC(=O)CCc2nc3cccnc3n2Cc2cccs2)c(C)c1
    -5%	?	4%
CCC(C)(C)NC(=O)C(c1ccc(C)o1)N(Cc1cccs1)C(=O)Cn1nnc2ccccc21 (stereo unspecified)
    -1%	?	-1%
CCN1C(=O)c2cccc3c(NC(=O)c4ccc(OC)c(OC)c4)ccc1c23
    -21%	-22%	9%
COc1ccc2nc(NC(=O)CCc3ccc(OC)c(OC)c3)sc2c1
    -6%	?	6%
CC1Cc2ccccc2N1C(=O)CCS(=O)(=O)c1cccs1 (stereo unspecified)
    -12%	-7%	0%
O=C(Nc1nc2ccccc2[nH]1)C1CC(=O)N(c2ccc3c(c2)OCCO3)C1 (stereo unspecified)
    -8%	-21%	2%
CCN1CCSc2ccc(C(=O)NCc3ccc(OC(C)C)cc3)cc21
    -18%&-15%	?	5%
Cc1cccc2cc(C#N)c(N3CCN(C)CC3)nc12
    -2%	26µM*	3%
COc1cccc(Cn2nnc(C(=O)Nc3cc(C)ccc3OC)c2N)c1
    -4%	-26%	-9%
COc1cc(NC(=O)c2cc3nc(C4CC4)cc(C(F)(F)F)n3n2)c(OC)cc1Cl
    ?	?	-3%
Cn1cnc(S(=O)(=O)N2CCCC(C(=O)NCc3ccc(Cl)cc3)C2)c1 (stereo unspecified)
    6%	2%	-4%
Cc1ccccc1OCC(=O)Nc1ccc(S(=O)(=O)N(Cc2ccccc2)c2ccccc2)cc1
    -14%	5.8µM*	-3%
CCCC(=O)OCC(=O)Nc1ccc2c(c1)OCO2
    -8%	-7%	3%
N#C/C(C(=O)NCc1ccco1)=C1/SC=C(c2ccccc2)N1c1ccccc1
    4%	?	4%
CSc1ccccc1C(=O)N1CCCCC1
    -3%	-19%	-3%
Nc1ccccc1Sc1ccccc1[N+](=O)[O-]
    -3%	?	1%
CCOC(=O)N1CCN(c2ccc(S(=O)(=O)N3CCOCC3)cn2)CC1
    0%	-10%	0%

More entries follow:
Order of results: GCN5L2 inh	TDP1 cell noCPT	TDP1 inh
Cc1cc(NCCCn2ccnc2)n2nc(C)c(-c3ccccc3)c2n1
    3%	-22%	5%
CCc1ccc[n+](-c2[nH]c(=O)sc2/C=N/NC([S-])=Nc2ccccc2)c1
    1%	-6%	0%
CCOC(=O)c1cc2c(C)[nH]c(C)c2cc(C(=O)OCC)c1=O
    -4%	7.3µM*	4%
O=C(CN1CCN(Cc2ccc3c(c2)OCO3)CC1)Nc1ccc(N2CCOCC2)cc1
    -10%	-9%	8%
CCOC(=O)C1CCN(C(=O)CSc2nc3ncccc3[nH]2)CC1
    -3%	-17%	3%
O=C(COC(=O)CCc1c[nH]c2ccccc12)NC(c1ccccc1)c1ccccc1
    -4%	?	8%
Cc1cc(OCC(=O)O/N=C(\N)Cc2cccs2)ccc1Br
    11%	-22%	nt
COc1ccc2nc(SCC(=O)Nc3nonc3C)[nH]c2c1
    -4%	-7%	6%
COc1cccc(OCC(=O)Nc2ccccc2C(=O)Nc2ccc(C(=O)O)cc2)c1
    1%	15%	-13%
COC(=O)c1cc(OC)c(OC)cc1NC(=O)CN1CCCCC1
    -1%	-18%	0%
CC1CCC(NC(=O)COC(=O)c2cccnc2Cl)CC1 (stereo unspecified)
    -8%	-2%	-1%[56.1 µM]
Cc1ccc(OC(=O)COc2ccccc2C)cc1
    2%	23%	nt
CCn1c(COc2ccc(=O)n(-c3ccccc3)n2)nnc1SCc1ccc(C)cc1
    -5%	?	-7%
Cc1ccc(-c2nnn(CC(=O)N(CC3CCCO3)C(C(=O)NC(C)(C)C)c3ccc(F)cc3)n2)o1 (stereo unspecified)
    3%	-4%	1%[56.1 µM]
CCOc1cc(/C=N/NC(=O)COc2cccc(C)c2)ccc1OC(=O)c1cccs1
    24%	-29%	4%
COc1ccc(NC(=O)COC(=O)CCc2ccc(S(=O)(=O)N3CCOCC3)cc2)cc1OC
    -1%	1%	2%
COc1ccccc1CNC(=O)CN1C(=O)CSc2ccc(S(=O)(=O)N(C)C)cc21
    0%	-22%	0%
